# Bioassay records: PubChem BioAssay, The Scripps Research Institute Molecular Screening Center
# CHO-K1 Ca PAM: nonselective activator or artifact in parental CHO-K1 calcium assay | ATP EC20, Fluo-8 calcium fluorescence; 0% at ATP EC20, 100% at ATP max | activation, % at 3 µM | 360,000 tested, 0.02% active | AID 602247;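 active means activation above the run cutoff, the mean activation of all test compounds plus 3 SD, cut at about 40% in these data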;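 further: peak over basal fluorescence ratio in a 140 s read after ATP addition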
# TAAR1 antag: antagonists of human TAAR1; AID 624466; Q96RJ0; 360,000 tested, 1.5% active; inhibition, % at 3 µM; CHO RD-HGA16 TAAR1, Fluo-8 calcium fluorescence, antagonist;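 active means inhibition above a per-plate cutoff, the mean inhibition of test compounds on that plate plus 3 SD, cut at about 49% in these data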;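 further: 0% = DMSO plus EC80 beta-PEA response and 100% = DMSO alone without agonist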
# Target sequence (Q96RJ0 whole entry, looked up): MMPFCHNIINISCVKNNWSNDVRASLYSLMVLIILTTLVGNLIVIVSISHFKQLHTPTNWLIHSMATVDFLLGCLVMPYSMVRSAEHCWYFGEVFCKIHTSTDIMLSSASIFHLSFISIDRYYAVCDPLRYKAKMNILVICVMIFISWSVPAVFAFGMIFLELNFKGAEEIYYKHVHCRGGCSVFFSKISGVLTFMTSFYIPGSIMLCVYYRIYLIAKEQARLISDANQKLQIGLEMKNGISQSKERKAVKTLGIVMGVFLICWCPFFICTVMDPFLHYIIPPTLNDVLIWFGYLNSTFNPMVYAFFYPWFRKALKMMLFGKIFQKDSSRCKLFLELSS
#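 Test system: RD-HGA16 CHO cells with stable hTAAR1 and Gα16 / Probe or stimulus: EC80 β-phenethylamine stimulus / Times: seeding 17-24 h prior, 75-min 37 °C, 30-min RT dye loading / Detection: Fluo-8 calcium-sensitive fluorescence / Read-out basis: % inhibition scaled between DMSO and EC80 PEA controls / Repeats: singlicate, one well per test compound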
# TAAR1 ag: agonists of human TAAR1 | Q96RJ0 | CHO RD-HGA16 TAAR1, Fluo-8 calcium fluorescence; vehicle wells 0%, saturating PEA agonist 100% | activation, % at 3 µM | 360,000 tested, 0.99% active | AID 624467;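 active means activation above the mean activation of all test compounds in the run plus 3 SD, cut at about 38% in these data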
#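 Signal – calcium-sensitive Fluo-8 signal, excitation 470-495, emission 515-575 nm · System – RD-HGA16 (CHO) cells co-expressing Gα16 and hTAAR1 · Incubation – 17-24 h seeding, 75 min 37 °C dye, 30 min RT · Compound dosing – 3 µM single concentration · Repeats – no replicates (n 1)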
# CHRM1 PAM: human CHRM1 positive allosteric modulation | AID 588819 | CHO-K1 hM1, Fluo-8 calcium fluorescence, ACh EC20; 0% = ACh EC20, 100% = maximal ACh | P11229 | activation, % at 3 µM | 360,000 tested, 0.088% active; in the data active means activation above about 19%, passing the limit was not always enough
# Target sequence (P11229 whole entry, looked up): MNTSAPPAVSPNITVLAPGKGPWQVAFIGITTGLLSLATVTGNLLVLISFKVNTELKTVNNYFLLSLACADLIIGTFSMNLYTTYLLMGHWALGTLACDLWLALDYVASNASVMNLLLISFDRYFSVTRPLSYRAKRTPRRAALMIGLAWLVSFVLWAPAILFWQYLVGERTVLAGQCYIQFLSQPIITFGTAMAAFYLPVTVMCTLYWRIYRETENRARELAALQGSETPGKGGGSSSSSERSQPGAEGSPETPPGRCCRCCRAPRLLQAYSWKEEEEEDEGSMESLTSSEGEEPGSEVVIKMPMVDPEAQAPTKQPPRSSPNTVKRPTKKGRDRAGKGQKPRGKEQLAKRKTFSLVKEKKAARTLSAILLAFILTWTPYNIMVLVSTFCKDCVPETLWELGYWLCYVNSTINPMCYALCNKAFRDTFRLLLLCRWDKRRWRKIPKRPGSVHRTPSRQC
# CHRM1 antagonist: blocks human M1 muscarinic receptor. CHO-K1 hM1, Fluo-8 calcium fluorescence, ACh EC80 antagonist. AID 588852. P11229. inhibition, % at 3 µM. 360,000 tested, 1.3% active;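 active means percent inhibition above its own plate's cutoff, namely the mean of that plate's compound wells plus 3 SD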;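 further: peak over basal fluorescence ratio during 140 s after agonist addition; 0% = ACh EC80 plus DMSO and 100% = DMSO alone without agonist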
# M1 ag parental: nonselective activator or artifact in parental CHO-K1 cells. Fluo-8 calcium fluorescence; scaled to maximal ATP response, vehicle zero. activation, % at 3 µM. 360,000 tested, 0.48% active. AID 602248; in the data active means activation above about 15%;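 further: untransfected CHO-K1 host cells lacking M1 receptor as counterscreen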
# M1 ag: human M1 muscarinic receptor agonism. P11229. CHO-K1 hM1, Fluo-8 calcium fluorescence, agonist mode; 0% DMSO, 100% acetylcholine EC100. activation, % at 3 µM. 360,000 tested, 0.33% active;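 active means activation above the run's mean compound activation plus 3 SD, cut at about 16% in these data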;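 further: peak over basal fluorescence ratio within a 140 s kinetic read after compound addition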
# CHO parental Ca: counter-screen: ATP calcium response change in parental CHO cells. parental CHO-K1, ATP-induced calcium, Fluo-8 fluorescence. inhibition, % at 5.6 µM. 330,000 tested, 0.63% active;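 active means inhibition above that plate's mean sample inhibition plus 3 SD, cut at about 26% in these data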;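 further: 0% = ATP-challenged DMSO wells and 100% = DMSO wells without ATP; some compounds past the cut are filed as inactive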
#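 Assay system – parental CHO cells · Reagent – ATP stimulus · Detection – intracellular calcium via Fluo-8 no-wash fluorescent dye · Evaluation – percent inhibition of ATP-evoked calcium rise, normalized to controls · Controls – ATP wells versus no-ATP DMSO wells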
# CHO-K1 Ca antag: nonselective inhibitor or artifact in parental CHO-K1 cells. ATP-induced calcium, Fluo-8 fluorescence. inhibition, % at 3 µM. 360,000 tested, 0.6% active. AID 602250;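 active means inhibition above a per-plate cutoff, the plate's mean sample inhibition plus 3 SD, cut at about 24% in these data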;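 further: 0% = DMSO plus EC80 ATP and 100% = DMSO alone without ATP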
# Active calls of the source: *; . = not tested or not shown.
1. Cc1nn(C(=O)c2ccco2)c(C)c1Br
2. NC(=O)CC(CC(=O)OCc1ccccc1)c1ccccc1 (stereo unspecified)
3. CCN(CCCNC(=O)COc1cc(=O)n(C)c2ccccc12)c1cccc(C)c1
4. O=C1NC[C@H](CC2CCCCC2)N(CCc2cc(C(F)(F)F)cc(C(F)(F)F)c2)C1=O
5. CC(C)(C)Cc1c(-c2cccc(Cl)c2)nc2ccc(Br)cn12
6. COc1ccc(C(=O)Nc2nnc(Cc3ccc(OC)c(OC)c3)s2)c(OC)c1

screen / no.	1	2	3	4	5	6
CHO-K1 Ca PAM	-5	16	17	8	-3	18
TAAR1 antag	-2	-5	-1	-54	-20	-10
TAAR1 ag	16	6	23	0	5	1
CHRM1 PAM	5	4	10	.	-4	15
CHRM1 antagonist	-9	-8	-10	.	-13	-22
M1 ag parental	0.1	0.4	2.6	0.0	-0.3	2.6
M1 ag	-4	-3	-6	.	-5	0
CHO parental Ca	-11	-5	-9	.	.	-14
CHO-K1 Ca antag	-1	-8	-12	-3	-3	-17

7. CS(=O)(=O)Nc1ccc(C(=O)Nc2ccc(S(=O)(=O)N3CCCC3)cc2)cc1
8. CCOC(=O)C1CCN(C(=O)c2ccc(OCC(=O)Nc3cccc(C(F)(F)F)c3)cc2)CC1
9. CS(=O)(=O)N1CCN(c2ccccc2NC(=O)c2ccc(-c3ccc(Br)cc3)o2)CC1
10. O=C(CCCN1C(=O)c2ccccc2C1=O)Nc1ccc(S(=O)(=O)N2CCOCC2)cc1
11. O=C(NNS(=O)(=O)c1cc(Cl)c(Cl)cc1Cl)c1cccnc1
12. Cc1ccc(-c2nn(-c3cccc(F)c3)cc2CN(Cc2nccn2C)C(C)C)o1

screen / no.	7	8	9	10	11	12
CHO-K1 Ca PAM	14	-5	-15	-5	18	24
TAAR1 antag	-8	8	30	-3	-27	-11
TAAR1 ag	6	3	6	10	4	-1
CHRM1 PAM	10	-11	-10	-3	-1	6
CHRM1 antagonist	-4	23	27	-4	2	-2
M1 ag parental	1.8	13	0.7	0.7	1.9	0.4
M1 ag	-16	-2	-4	-4	-3	-13
CHO parental Ca	-5	5	-22	-16	-6	2
CHO-K1 Ca antag	2	12	20	8	-10	-14

13. CC(=O)C1=C(O)C(=O)N(c2ccc(Br)cn2)C1c1ccccc1[N+](=O)[O-] (stereo unspecified)
14. CC(=O)Nc1ccc(-c2nnc(SCC(=O)NCc3ccco3)n2C)cc1
15. O=C1N[C@@H](Cc2ccccc2)COC(=O)[C@@H](Cc2ccc(F)cc2)C/C=C\C[C@@H]1CC(=O)N(CCO)Cc1ccccc1
16. Cc1cc(Br)ccc1OCCCCNC(C)(C)C
17. COc1ccc(S(N)(=O)=O)cc1C(=O)NNC(=O)C1COc2ccccc2O1 (stereo unspecified)
18. CCOc1cc(NC(=S)NCC2CCCO2)c(OCC)cc1NC(=O)c1ccc(OC)cc1 (stereo unspecified)

screen / no.	13	14	15	16	17	18
CHO-K1 Ca PAM	-15	17	-1	19	4	-4
TAAR1 antag	-23	4	54*	-4	-32	-5
TAAR1 ag	0	1	28	17	2	1
CHRM1 PAM	0	7	15	1	5	8
CHRM1 antagonist	-8	-13	0	-5	-13	-10
M1 ag parental	0.4	0.5	0.9	2.1	0.3	-0.2
M1 ag	-2	2	2	-2	-1	-3
CHO parental Ca	3	-7	-4	-9	4	-11
CHO-K1 Ca antag	-12	-12	-7	-7	-15	0

# Three entries out of the list above, arranged by the number in CHRM1 antagonist, highest first:
cpd	SMILES	CHRM1 antagonist
15	O=C1N[C@@H](Cc2ccccc2)COC(=O)[C@@H](Cc2ccc(F)cc2)C/C=C\C[C@@H]1CC(=O)N(CCO)Cc1ccccc1	0
13	CC(=O)C1=C(O)C(=O)N(c2ccc(Br)cn2)C1c1ccccc1[N+](=O)[O-] (stereo unspecified)	-8
17	COc1ccc(S(N)(=O)=O)cc1C(=O)NNC(=O)C1COc2ccccc2O1 (stereo unspecified)	-13

# Remaining list, next part:
19. CC(NS(=O)(=O)c1ccc(OCC(=O)N2CCOCC2)c(Cl)c1)c1ccccc1 (stereo unspecified)
20. CCN(CC)S(=O)(=O)c1ccc(NC(=O)COC(=O)c2ccc(-n3nc(C)cc3C)cc2)cc1
21. Cc1cc(C)c(S(=O)(=O)C(C)C)c(=O)[nH]1
22. COc1cccc(/C=N/Nc2ncccc2[N+](=O)[O-])c1OC
23. COC(=O)Cn1cccc1C(=O)c1ccccc1
24. O=C(COc1ccc(-n2cnnn2)cc1)NC(=O)NCc1ccccc1

screen / no.	19	20	21	22	23	24
CHO-K1 Ca PAM	0	0	12	14	0	14
TAAR1 antag	16	10	11	-6	-1	-1
TAAR1 ag	-3	9	-1	-1	9	6
CHRM1 PAM	4	-11	3	3	3	8
CHRM1 antagonist	-14	12	0	-6	1	-6
M1 ag parental	3.1	4.8	0.1	1.4	0.3	2.2
M1 ag	-3	-5	-5	-4	-3	3
CHO parental Ca	-10	-10	-2	-11	-3	-2
CHO-K1 Ca antag	3	-32	-9	-16	-19	-7

25. Cc1ccc(-c2nc(CS(=O)(=O)CC(=O)NCCCN(Cc3ccccc3)C(C)C)c(C)o2)cc1
26. COc1ccccc1-c1nnc(SCC(=O)NCc2cccs2)n1N
27. CCOC(=O)C1CCN(c2ccc([N+](=O)[O-])c(C(C)=O)c2)CC1
28. CCC(/C=N/Nc1ccc(S(=O)(=O)N2CCCC2)cc1[N+](=O)[O-])CC
29. C[C@@]12C(=O)N(Cc3ccccc3)CC(=O)N1[C@H]1c3ccccc3OC[C@@H]1[C@@H]2c1ccccc1
30. COc1ccc(C(=O)N/N=C(\C)Cn2nc([N+](=O)[O-])cc2C)cc1

screen / no.	25	26	27	28	29	30
CHO-K1 Ca PAM	-15	9	8	1	16	9
TAAR1 antag	-40	9	12	11	5	-3
TAAR1 ag	1	9	1	-1	8	6
CHRM1 PAM	-6	6	12	-4	5	9
CHRM1 antagonist	6	-3	0	3	-19	-40
M1 ag parental	0.2	-0.1	5.8	0.0	0.4	0.4
M1 ag	-5	-7	0	-5	-3	1
CHO parental Ca	-13	-4	-8	-1	-36	-4
CHO-K1 Ca antag	8	-1	9	7	-21	-3

31. O=C(N/N=C/c1ccc([N+](=O)[O-])cc1)c1cc(C2CC2)[nH]n1
32. c1ccc(C2=NNC(c3ccccn3)=NN2)nc1
33. C=CC[C@@H](CC(=O)N(CCO)Cc1ccccc1)C(=O)N[C@H](COC(=O)[C@@H](CC=C)CC(=O)OC(C)(C)C)C(C)(C)C
34. Cc1ccc(C(C(=O)NC2CCCCC2)N2CCCC2)cc1 (stereo unspecified)
35. CC1=NN(C(N)=S)C(=O)C1N=Nc1cccc(Cl)c1C (stereo unspecified)
36. CC(=O)Cc1nsc(NC(=O)c2ccc(-c3cc(Cl)ccc3Cl)o2)n1

screen / no.	31	32	33	34	35	36
CHO-K1 Ca PAM	-6	-5	19	28	11	-25
TAAR1 antag	-33	-11	-9	-9	10	5
TAAR1 ag	3	1	9	10	2	9
CHRM1 PAM	2	17	10	-22	-4	4
CHRM1 antagonist	2	-4	-10	-7	2	-18
M1 ag parental	6.6	0.6	-1.2	0.7	1.4	0.1
M1 ag	-3	1	-4	-6	-3	-2
CHO parental Ca	-2	-2	-32	-12	-16	-16
CHO-K1 Ca antag	6	-6	-11	-9	-3	14

37. CC(=O)NC(CC(=O)c1ccc([N+](=O)[O-])cc1)C(Cl)(Cl)Cl (stereo unspecified)
38. O=C(Cn1c(-c2ccccn2)nc2ccccc21)NCCN1CCOCC1
39. CCN(CC)C(=O)c1cccc(-c2csc(C(C)(O)c3ccc(OC)cc3)n2)c1 (stereo unspecified)
40. COc1cc(C(=O)OCC(=O)NCC2CCCCC2)ccc1OCC(C)C
41. Cc1ccc(S(=O)(=O)N2CCC(C(=O)NCCN3CCOCC3)CC2)cc1C
42. CCOc1ccc(CCN2C(=O)c3ccc(C(=O)O)cc3C2=O)cc1OCC
43. O=C1CCN(C(=S)NCCc2ccccc2)CC1

screen / no.	37	38	39	40	41	42	43
CHO-K1 Ca PAM	-7	19	-12	5	-5	23	-20
TAAR1 antag	2	0	86*	-16	-15	1	-16
TAAR1 ag	0	5	16	-1	0	-1	3
CHRM1 PAM	6	6	-28	10	-2	17	-5
CHRM1 antagonist	-6	-11	46*	-28	6	-21	16
M1 ag parental	0.1	1.3	11	0.8	0.4	0.9	0.6
M1 ag	-2	-7	6	1	-2	1	-4
CHO parental Ca	-7	-6	.	-8	2	-2	-11
CHO-K1 Ca antag	0	-25	14	0	-3	-10	4

# Entries 39–43 of the list above:
39. CCN(CC)C(=O)c1cccc(-c2csc(C(C)(O)c3ccc(OC)cc3)n2)c1 (stereo unspecified)
40. COc1cc(C(=O)OCC(=O)NCC2CCCCC2)ccc1OCC(C)C
41. Cc1ccc(S(=O)(=O)N2CCC(C(=O)NCCN3CCOCC3)CC2)cc1C
42. CCOc1ccc(CCN2C(=O)c3ccc(C(=O)O)cc3C2=O)cc1OCC
43. O=C1CCN(C(=S)NCCc2ccccc2)CC1

screen / no.	39	40	41	42	43
CHO-K1 Ca PAM	-12	5	-5	23	-20
TAAR1 antag	86*	-16	-15	1	-16
TAAR1 ag	16	-1	0	-1	3
CHRM1 PAM	-28	10	-2	17	-5
CHRM1 antagonist	46*	-28	6	-21	16
M1 ag parental	11	0.8	0.4	0.9	0.6
M1 ag	6	1	-2	1	-4
CHO parental Ca	.	-8	2	-2	-11
CHO-K1 Ca antag	14	0	-3	-10	4
